Compound activity from PubChem BioAssay.
p97 inhibitor: inhibitors of human p97 ATPase, primary screen, biochemical. inhibition, % at 8 µM. AID 1481, 2009. recombinant p97 ATPase, Kinase-Glo ATP luminescence, 3 h. Transitional endoplasmic reticulum ATPase (Homo sapiens), P55072. 220,000 compounds, 0.42% hits; in the data active means inhibition above about 15%;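 further: 0% = DMSO vehicle and 100% = wells lacking enzyme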
Tb hexokinase: Trypanosoma brucei hexokinase 1 inhibitors, primary screen, biochemical, G6PDH-coupled NADH absorbance, MLSCN library | hexokinase 1 [Trypanosoma brucei] | recombinant TbHK1, G6PDH-coupled NADH A340 | inhibition, % at 10 µM | 220,000 compounds, 0.11% hits;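 active means inhibition of 50% or more in the single-dose primary screen; inactive means inhibition below 50%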
Ba/F3 V617F tox: reduced viability of JAK2V617F-dependent Ba/F3 cells, primary screen, JAK2V617F inhibitor project, cell-based, Ba/F3 EpoR-JAK2V617F, luminescence | ATP luminescence | inhibition, % at 5.6 µM | 220,000 compounds, 1.1% hits | AID 1446, 2008;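 active means inhibition above the campaign mean plus 3 SD over all tested compounds, cut at about 24% in these data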;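 further: cytokine-independent growth of Ba/F3 cells driven by EpoR plus mutant JAK2; 0% = DMSO-treated cells and 100% = JAK inhibitor I control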
BaF3 tox: parental Ba/F3 cell viability inhibition, counter-screen for JAK2V617F inhibitor project, murine pro-B, CellTiter-Glo luminescence; 220,000 compounds, 1.1% hits; CellTiter-Glo ATP luminescence; AID 1486, 2009; inhibition, % at 5.6 µM;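 active means inhibition above a per-campaign cutoff, the mean inhibition of all tested compounds plus 3 SD, cut at about 27% in these data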;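 further: 0% = DMSO wells and 100% = JAK Inhibitor I control wells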
Furin inh: human furin inhibitors, primary screen, biochemical, fluorescence intensity; 220,000 compounds, 0.061% hits; P09958; purified furin, fluorogenic substrate cleavage; inhibition, % at 30 µM; in the data active means inhibition above about 25%; further: inactives centre near -15
PPC-1+TRAIL kill: compounds killing PPC-1 cancer cells with TRAIL present, primary screen, TRAIL potentiator project, ATPLite luminescence, uHTS; AID 1443, 2008; 220,000 compounds, 0.41% hits; cell killing (% activity), % at 4 µM; PPC-1 cells + TRAIL, ATPLite viability luminescence;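 active means cell killing above 50% in the first pass at 4 µM, then a duplicate retest at 5 µM averaging 50% or more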;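 further: plate controls were cells with TRAIL plus DMSO for no effect and medium-only wells lacking cells for full effect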
RBBP9 inh: human RBBP9 inhibitors, primary screen, biochemical, fluorescence polarization, FP-Rh probe, HTS | 220,000 compounds, 0.2% hits | recombinant RBBP9 | inhibition, % at 7.94 µM | Serine hydrolase RBBP9 (Homo sapiens), O75884;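 active means inhibition above the campaign mean of all tested compounds plus 3 SD, cut at about 14% in these data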;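 further: plate controls were DMSO wells with RBBP9 for no effect and wells lacking RBBP9 protein for full effect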
Target sequence (O75884 whole entry, looked up): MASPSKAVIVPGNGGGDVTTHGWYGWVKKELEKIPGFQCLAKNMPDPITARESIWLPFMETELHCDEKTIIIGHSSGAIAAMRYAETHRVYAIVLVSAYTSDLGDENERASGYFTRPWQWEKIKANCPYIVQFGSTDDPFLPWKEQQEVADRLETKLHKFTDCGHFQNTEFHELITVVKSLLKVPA
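Measured by: FP readout at 525/598 nm; material: recombinant human RBBP9; also added: Serine-hydrolase probe FP-Rh, 375 nM pre-mixing; medium: Tris buffer pH 8.0, NaCl, Pluronic; replication: one well per compound; doses: one concentration, 7.94 µM nominal, 0.794% DMSO; timing: preincubation 30 min plus labeling 45 min at 25 °C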
EP2 antag: human EP2 receptor antagonists, primary screen, TR-FRET cAMP, C6 glioma cells. inhibition, % at 25 µM. 260,000 compounds, 0.52% hits. C6 glioma cells expressing human EP2; cells stimulated with saturating PGE2;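 active means percent inhibition above 40 after rounding to a whole number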;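 further: rat C6 glioma host cells with rolipram phosphodiesterase inhibitor present; the protocol text gives 20 µM as final concentration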
Target sequence (P43116 whole entry, looked up): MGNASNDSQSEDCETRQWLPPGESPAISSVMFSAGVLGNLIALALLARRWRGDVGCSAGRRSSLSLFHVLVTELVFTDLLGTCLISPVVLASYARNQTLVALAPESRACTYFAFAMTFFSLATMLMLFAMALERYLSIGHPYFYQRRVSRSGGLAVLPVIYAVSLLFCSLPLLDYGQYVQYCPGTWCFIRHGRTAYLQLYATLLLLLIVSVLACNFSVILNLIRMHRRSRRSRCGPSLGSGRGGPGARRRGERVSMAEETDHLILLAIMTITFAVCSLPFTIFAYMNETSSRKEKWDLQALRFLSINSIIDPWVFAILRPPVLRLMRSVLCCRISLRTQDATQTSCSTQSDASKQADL
p47phox inh: p47phox/p22phox peptide binding inhibitors, primary screen, biochemical, uHTS, NADPH oxidase regulatory subunit; Neutrophil cytosol factor 1 (Homo sapiens), P14598; inhibition, % at 24.7 µM; fluorescence polarization, 2 h; 220,000 compounds, 0.53% hits; AID 1274, 2008;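 active means inhibition above about 30%, limit read from the data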;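 further: 0% = p47phox with labelled peptide and 100% = labelled peptide alone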
Target sequence (P14598 whole entry, looked up): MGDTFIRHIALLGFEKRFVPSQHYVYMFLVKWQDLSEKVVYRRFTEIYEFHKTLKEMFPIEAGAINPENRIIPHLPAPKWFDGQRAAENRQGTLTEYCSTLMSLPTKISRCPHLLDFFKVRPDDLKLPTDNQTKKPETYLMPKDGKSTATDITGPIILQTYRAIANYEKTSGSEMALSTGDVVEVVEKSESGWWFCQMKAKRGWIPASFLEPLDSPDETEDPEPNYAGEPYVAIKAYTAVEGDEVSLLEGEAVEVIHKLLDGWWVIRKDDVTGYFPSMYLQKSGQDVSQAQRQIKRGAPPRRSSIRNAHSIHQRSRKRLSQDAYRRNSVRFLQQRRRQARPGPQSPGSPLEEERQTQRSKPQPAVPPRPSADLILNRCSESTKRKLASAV
The depositor's hits bear a star; · = no result given; & = joins results of further samples; [ ] = another dose, or the depositor's remark. This is a subset; the hit share may differ from the screen's.

SMILES | p97 inhibitor | Tb hexokinase | Ba/F3 V617F tox | BaF3 tox | Furin inh | PPC-1+TRAIL kill | RBBP9 inh | EP2 antag | p47phox inh
Cc1ccc(-c2ccc(CCC(=O)O)n2NC(=O)c2cccs2)cc1 | -1 | 3 | -1 | 4 | -28[20 µM] | 26 | 6 | 12 | -2
O=C(CC1C(=O)NCCN1Cc1c(F)cccc1Cl)NC1CCCCCC1 (stereo unspecified) | -1 | -8 | -2 | 0 | -14 | 10 | -2 | 9 | -2
COc1ccc(-c2cc(C(F)(F)F)nc(N3CCOCC3)n2)cc1 | 2 | -1 | -4 | 2 | -12[20 µM] | 8 | -2 | 2 | -9
COc1ccccc1-c1cc(C(=O)N2CCCc3ccccc32)no1 | 0 | 3 | -1 | 1 | -22 | 9 | -2 | 0 | -4
O=C(c1ccc(CS(=O)(=O)c2ccc(Br)cc2)o1)N1CCCCCC1 | -5 | -3 | 1 | -2 | 1 | 12 | -1 | 16 | -7
COc1ccc(OCCNC(=O)C(Cc2c[nH]c3ccccc23)NC(C)=O)cc1 (stereo unspecified) | 4 | -5 | -1 | 5 | -18 | -3 | -7 | 11 | -7
CNc1nc2[nH]c(=O)c3c(c2s1)OC(N)=C(C#N)C3c1ccccc1 (stereo unspecified) | 2 | -9 | 0 | 7 | -26 | -1 | -3 | 12 | -39
CCCCOCCCNC(=O)CC(C)c1ccccc1 (stereo unspecified) | -8 | -3 | 4 | 5 | -5 | 21 | -6 | 6 | -6
CCOc1cc(-n2ncc(C#N)c2N)nc(SC)n1 | 1 | -3 | 2 | 4 | -37[20 µM] | 8 | 1 | 4 | -28
O=[N+]([O-])c1ccc(O)c(/C=N/NC(=S)Nc2ccc(Cl)cc2Cl)c1 | 9 | -15 | 15 | 4 | 6 | 23 | -2 | 23 | -21
C/C(=N\NC(=O)c1cccnc1)c1ccc(C)c([N+](=O)[O-])c1 | 2 | -9 | -3 | 2 | -20 | 1 | -3 | 8 | 2
Cc1cc(C)nc(NC(=O)c2cccs2)n1 | 0 | -12 | -2 | -5 | -26 | 18 | -3 | 4&2 | -8
Cc1nc(C#N)c(N/N=C/c2cccc(Cl)c2)o1 | 3 | -12 | -1 | 0 | -5 | -2 | -6 | 6 | -13
COc1ccc(Cc2nnc3n2N=C(c2cc4ccccc4o2)CS3)cc1OC | 2 | -9 | -4 | 1 | -25[20 µM] | · | 4 | 8 | ·
C[n+]1cccc2ccc3c(c21)OC(N)=C(C#N)C3c1ccccc1 (stereo unspecified) | 6 | -17 | -2 | 6 | -10 | 13 | 3 | 3 | 13
CNC(=S)N(Cc1ccc(OC)cc1)Cc1cc2ccc(C)cc2[nH]c1=O | 5 | 1 | -3 | -1 | -36 | 2 | -2 | 13 | -4
Cc1ccc(S(=O)(=O)N(CC(=O)NC2CCCC2)c2cccc(C)c2)cc1 | 1 | -1 | 0 | 4 | -23 | 3 | -2 | 8 | -16
Cc1cc(=O)oc(C)c1C(=O)OCC(=O)c1ccc(Br)cc1 | -1 | 6 | -5 | -1 | -7[20 µM] | 16 | -2 | 16 | 11
CC(=O)c1cccc(NC(=O)Cc2coc3cc4c(cc23)CCC4)c1 | -7 | 4 | 5 | 7 | -17 | 13 | -10 | 8 | 0
O=C(c1csc2ccccc12)N1CCN(c2ccccn2)CC1 | -2 | 1 | -1 | 3 | -18 | 2 | -8 | 11 | 2
Cc1ccc2c(c1)C1CCCC3C1N2CC(=O)N3Cc1ccccc1 (stereo unspecified) | 8 | -7 | 0 | 13 | -14[20 µM] | 19 | 8 | 24 | -20
O=C(CSc1nnc(-c2ccc(F)cc2)c2ccccc12)Nc1ccccc1Cl | 2 | 5 | 1 | 6 | 1 | -6 | -4 | 7 | -40
Cn1nc(-c2ccc3c(c2)OCCO3)c2ccccc2c1=O | -3 | -8 | 2 | 2 | -21 | 4 | -3 | 8 | 6
COc1ccc(NC(=O)C2CCN(S(=O)(=O)c3cccnc3)CC2)cc1Cl | 6 | 2 | -1 | 8 | -10 | -7 | -6 | 8 | -8
CCCCn1c(SCC(=O)NCC2CCCO2)nc2ccc(N3CCOCC3)cc2c1=O (stereo unspecified) | -2 | -9 | 3 | 8 | -9 | 1 | -4 | 4 | -10
Following part.
SMILES | p97 inhibitor | Tb hexokinase | Ba/F3 V617F tox | BaF3 tox | Furin inh | PPC-1+TRAIL kill | RBBP9 inh | EP2 antag | p47phox inh
Cc1n[nH]c(=O)n1-c1ccc(Oc2ccccc2)cc1 | -4 | 3 | 8 | 9 | 2[20 µM] | 13 | -4 | 10 | -18
CSc1ccc(C#N)cc1NC(=O)c1cccc(Cl)c1 | 1 | 5 | -2 | 3 | -42[20 µM] | 2 | -5 | 7 | -6
COc1ccc(CNc2oc(COc3ccccc3)nc2C#N)cc1 | -5 | 7 | -4 | 3 | -3 | 18 | -1 | · | -11
COc1ccc2cc3cc(C(=O)NCCN4CCN(Cc5ccccc5)CC4)oc3nc2c1 | -10 | -30 | 10 | 15 | -136 | 23 | 2 | 14 | -4
CCOC(=O)CSc1ncc(-c2cccc(Cl)c2)cn1 | -2 | 7 | -2 | 0 | -14[20 µM] | -15 | 9 | -3 | -9
CCN(C(=O)c1ccc2c(OC)n(CC)nc2c1)c1ccc(OC)cc1 | 3 | -1 | 1 | -1 | -5[20 µM] | 11 | 0 | 9 | -1
O=C(Nc1cccc(S(=O)(=O)N2CCOCC2)c1)c1cc2c(s1)CCC2 | 0 | -4 | -3 | -2 | -9[20 µM] | 26 | -9 | 9 | -14
N#C/C(C(=O)NCc1ccccc1)=C1\SC(CCO)C(=O)N1c1ccccc1 (stereo unspecified) | 2 | -9 | -3 | 14 | -19 | · | 1 | 16 | -29
COc1ccc(N(CC(=O)N/N=C/c2ccc(OC3CSC3)cc2)S(=O)(=O)c2ccccc2)cc1 | 7 | 4 | -2 | 5 | -28 | -29 | -1 | 8 | -10
C(=N/Nc1nccs1)/c1cccnc1 | 3 | -27 | -4 | 0 | -11 | 14 | -7 | 5 | -14
Cc1ccc(C(=O)NC(c2ccccc2)C(Cl)Cl)cc1 (stereo unspecified) | 3 | 2 | -3 | 7 | -17 | 15 | -8 | 0 | 2
COc1ccc(/C=C(\C#N)C(=O)OCC(=O)NCc2ccc(Cl)cc2)cc1 | -1 | 0 | 4 | 8 | 12 | 11 | -7 | 7 | 7
CCCCNC(=S)N(C)/N=C/c1ccc(OCC(=O)Nc2c(C)cc(C)cc2C)c(OC)c1 | 1 | -25 | -2 | 0 | -12 | -10 | -3 | 5 | -10
Cc1c(C)c(C)c2[nH]c(=S)[nH]c2c1C | 6 | -6 | -5 | 1 | -15 | -6 | -12 | 7 | -7
O=C1/C(=C/c2ccc(N3CCOCC3)o2)SC(=Nc2ccccc2)N1CCc1c[nH]c2ccccc12 | 4 | -13 | 19 | 0 | -6[20 µM] | -12[5 µM] | 6 | 12 | -62
COC(=O)c1[nH]c2cccc(OC)c2c1NC(=O)C(C)N1CCC(C)CC1 (stereo unspecified) | -4 | -11 | -1 | 3 | -19[20 µM] | 33 | -11 | 2 | -13
CCOC(=O)c1c(-c2cccs2)csc1NC(=O)C(C)(C)C | -1 | -4 | -1 | 7 | -31[20 µM] | 17 | 7 | 12 | 1
CCn1nnnc1SCC(=O)Nc1nc2ccccc2s1 | 3 | -7 | 0 | -2 | -29 | -5 | -4 | 6&17 | -7
O=C(C[n+]1cccc(CO)c1)Nc1nc2ccccc2s1 | 3 | -6 | -4 | 4 | -22 | 4 | 3 | 5 | -9
Cc1nc2ccccc2nc1N1CCCC1 | 13 | -18 | -6 | 1 | -18 | -1 | 0 | 4&16 | -3
O=S(=O)(c1cc(Br)c(Cl)s1)N1CCCC1 | 1 | 3 | -1 | 4 | -12 | 16 | -6 | 14 | 1
COc1ccc(Cc2nnnn2CC(=O)O)cc1 | 0 | -4 | -5 | -3 | -20 | -2 | -7 | 3 | -13
CCOC(=O)N1CCC(NC(=O)c2ccc(CS(=O)(=O)c3ccccc3C)o2)CC1 | -5 | 0 | -4 | 4 | -13 | 2 | -6 | 12 | -3
COc1ccc(-n2c(=O)c3c4c(sc3n3c(C)nnc23)COC(C(C)C)C4)cc1 (stereo unspecified) | 9 | 1 | -1 | 3 | -13[20 µM] | · | 7 | · | ·
Cc1cc(C(=O)CN2C(=O)CN(C)C2=O)c(C)n1-c1cccc(S(=O)(=O)N2CCOCC2)c1 | 6 | 2 | -2 | 6 | -29 | 23 | -1 | 9 | -1

Four compounds from above, reduced to p97 inhibitor, p47phox inh and BaF3 tox:
structure,p97 inhibitor,p47phox inh,BaF3 tox
O=C(C[n+]1cccc(CO)c1)Nc1nc2ccccc2s1,3,-9,4
COc1ccc(Cc2nnc3n2N=C(c2cc4ccccc4o2)CS3)cc1OC,2,·,1
CCn1nnnc1SCC(=O)Nc1nc2ccccc2s1,3,-7,-2
C/C(=N\NC(=O)c1cccnc1)c1ccc(C)c([N+](=O)[O-])c1,2,2,2

Next results.
SMILES | p97 inhibitor | Tb hexokinase | Ba/F3 V617F tox | BaF3 tox | Furin inh | PPC-1+TRAIL kill | RBBP9 inh | EP2 antag | p47phox inh
O=C(Nc1cccc(Cl)c1N1CCOCC1)c1cccnc1Cl | 3 | -14 | -1 | 0 | -20 | 12 | -3 | 7 | -15
COc1ccc(CCNC(=O)C/C(C)=N/NC(=O)C2CCCCC2)cc1OC | 3 | -4 | -1 | 4 | -19 | 2 | -6 | 3 | -2
Cc1cc(-c2ccccc2)c2c(n1)sc1c(O)cc(=O)[nH]c12 | 6 | -11 | -1 | -1 | -28 | 19 | -2 | 18 | -8
CCOC(=O)Cn1c(-c2cccnc2Cl)nc2cc(C)c(C)cc21 | 0 | -7 | -3 | 5 | -18[20 µM] | -2 | -8 | 5 | -15
Cc1cc(C)nc(NC(=S)Nc2cccc(F)c2)c1 | 5 | -22 | -3 | 1 | -19 | 0 | -8 | 12 | -13
CCOC(=O)c1cnc2c(OC)cccc2c1N1CCN(c2ccc(OC)cc2)CC1 | -2 | -31 | -1 | 4 | -23[20 µM] | 17 | 3 | 11 | 2
CCN(CC)S(=O)(=O)c1cccc(C(=O)Nc2ccccc2C(=O)N2CCOCC2)c1 | 2 | -5 | -1 | 6 | -13 | 5[5 µM] | -1 | 13 | -4
COC(=O)C1=C(N)Oc2cc(C)n(CC3CCCO3)c(=O)c2C1c1ccc(Cl)c(Cl)c1 (stereo unspecified) | 3 | 1 | -1 | 5 | -17[20 µM] | 25 | -5 | 5 | -17
O=C(Nc1cccc2ncccc12)c1ccc(Br)c([N+](=O)[O-])c1 | 2 | 0 | 3 | 1 | -18 | 14 | -8 | 14 | 1
COc1ccc(OC)c(S(=O)(=O)N2CCCCCC2)c1 | 1 | -3 | -2 | 3 | -18 | -14 | -2 | 14 | -6
CCOC(=O)c1cc(-c2ccccc2)sc1NC(=S)Nc1cccc(C)n1 | -4 | 49 | 3 | 3 | 4[20 µM] | -1 | -10 | 29 | -12
